SENP7 inh: inhibitors of human SENP7 protease. inhibition, % at 5 µM. AID 434973. Q9BQF6. 1.5% of 330,000 active. recombinant SENP7, Z-RLRGG-aminoluciferin luminescence, 40 min;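 active = inhibition above about 50% at the single test dose, limit read from the data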;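 also: plate controls were DMSO with enzyme for no effect and no enzyme buffer wells for full effect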
HKDC1 inh: HKDC1 (human) hexokinase inhibition | Q2TB90 | recombinant HKDC1, G6PDH/diaphorase resazurin coupled fluorescence | inhibition, % at 20 µM | 0.16% of 340,000 active | AID 493160;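 active = inhibition above about 35% when tested at 20 µM, limit read from the data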;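 also: plate controls were DMSO wells with enzyme for no effect and DMSO wells lacking enzyme for full effect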
Target sequence (Q2TB90 whole entry, looked up): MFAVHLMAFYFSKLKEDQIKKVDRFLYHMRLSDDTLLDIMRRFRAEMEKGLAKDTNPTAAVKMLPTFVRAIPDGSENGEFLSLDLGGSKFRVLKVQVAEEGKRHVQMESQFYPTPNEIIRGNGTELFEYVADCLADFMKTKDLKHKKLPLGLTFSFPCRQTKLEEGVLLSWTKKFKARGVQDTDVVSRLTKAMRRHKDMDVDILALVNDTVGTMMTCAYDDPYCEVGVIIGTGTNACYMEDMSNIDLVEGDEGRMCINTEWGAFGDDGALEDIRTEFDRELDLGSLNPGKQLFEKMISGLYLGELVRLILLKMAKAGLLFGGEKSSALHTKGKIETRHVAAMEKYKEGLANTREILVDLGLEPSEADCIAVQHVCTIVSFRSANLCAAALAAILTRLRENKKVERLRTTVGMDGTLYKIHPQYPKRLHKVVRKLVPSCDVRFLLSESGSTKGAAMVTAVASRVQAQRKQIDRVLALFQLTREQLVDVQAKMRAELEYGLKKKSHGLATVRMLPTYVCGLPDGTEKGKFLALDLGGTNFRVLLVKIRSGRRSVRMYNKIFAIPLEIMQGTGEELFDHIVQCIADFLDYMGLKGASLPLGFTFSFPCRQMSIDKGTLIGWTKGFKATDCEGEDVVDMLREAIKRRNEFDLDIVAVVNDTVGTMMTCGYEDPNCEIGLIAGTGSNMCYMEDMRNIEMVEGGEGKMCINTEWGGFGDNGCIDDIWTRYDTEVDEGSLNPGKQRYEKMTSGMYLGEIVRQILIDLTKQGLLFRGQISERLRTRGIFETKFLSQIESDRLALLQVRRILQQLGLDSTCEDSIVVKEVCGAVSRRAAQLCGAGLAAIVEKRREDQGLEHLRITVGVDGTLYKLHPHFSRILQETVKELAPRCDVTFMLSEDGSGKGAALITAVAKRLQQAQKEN
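Material: recombinant HKDC1 hexokinase; Amount: HKDC1 at 5 µg/mL; Medium: Tris pH 8.0 buffer with MgCl2, Tween-20, BSA, BME; Schedule: 90 min reaction incubation at room temperature, dark; Technique: coupled resazurin fluorescence, excitation 525 nm, emission 613 nm.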
PfG6PD inh: PfG6PD (Plasmodium falciparum) enzyme inhibition; AID 504690; 0.78% of 350,000 active; PfGluPho enzyme, NADPH resazurin-diaphorase fluorescence; inhibition, % at 20 µM;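 active = inhibition reaching at least a set limit at 20 µM in the primary screen, cut at about 59% in these data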;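 also: 0% = DMSO wells with substrate and 100% = DMSO wells lacking glucose-6-phosphate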
SENP1 inh: blocks the human SENP1 SUMO protease catalytic domain | Q9P0U3 | recombinant SENP1 catalytic domain, CyPet-SUMO1-YPet FRET cleavage | inhibition, % at 10 µM | 0.21% of 360,000 active | AID 624204;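 active = inhibition at least 30% at 10 µM, raw YFP signal under a set limit, fluorescence ratio 0.5 to 1.5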;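 also: 0% = enzyme with DMSO and 100% = no enzyme wells; some results filed as inactive read as strong as hits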
Target sequence (Q9P0U3 419-644 limits assumed): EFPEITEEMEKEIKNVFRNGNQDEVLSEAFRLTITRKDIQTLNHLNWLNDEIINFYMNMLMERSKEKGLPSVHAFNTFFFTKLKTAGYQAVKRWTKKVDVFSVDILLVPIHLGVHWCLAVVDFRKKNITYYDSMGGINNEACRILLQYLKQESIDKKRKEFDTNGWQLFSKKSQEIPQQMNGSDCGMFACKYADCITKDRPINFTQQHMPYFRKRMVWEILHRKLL
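Controls: no-enzyme wells low, DMSO-plus-enzyme wells high control. Test system: human recombinant His6-tagged SENP1 catalytic domain enzyme. Reagent: SFCypet-SUMO1-SFYpet FRET protein substrate, 25 nM final. Doses: one dose per compound, 10 µM, 0.5% DMSO. Detection: FRET, CFP and YFP emission. Timing: 50 min reaction at room temperature.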
UBC13 polyUb: blocks human UBC13 polyubiquitin chain formation. TR-FRET. inhibition, % at 20 µM. 0.47% of 330,000 active. AID 485273; in the data active = inhibition above about 45%, passing the limit was not always enough
SENP8 block-1: SENP8 (human) protease inhibition. Q96LD8. recombinant SENP8, Nedd8 substrate fluorescence. inhibition, % at 20 µM. 0.64% of 360,000 active. AID 602440; in the data active = inhibition mostly above about 40%, no sharp cut-off; inactive = mostly below about 27%
SENP8 block-2: blocks the human protease SENP8; Q96LD8; purified SENP8, Z-RLRGG-aminoluciferin cleavage, luminescence; inhibition, % at 10 µM; 1.2% of 330,000 active; AID 2540; in the data active = inhibition above about 50%
SENP6 block: SENP6 protease inhibition; Q9GZR1; Recombinant SENP6 catalytic domain, aminoluciferin luminescence; inhibition, % at 10 µM; 1.8% of 330,000 active;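 active = inhibition above about 50% at the single tested dose, limit read from the data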;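 also: plate controls were DMSO wells with enzyme for no effect and DMSO wells lacking enzyme for full effect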
MIN6 prolif: inducers of beta-cell replication in MIN6 cells; MIN6 cells proliferation, ATPlite luminescence, 48 h; cells starved in 0.2% serum; 100% = growth in 10% serum; proliferation, % at 10 µM; 0.29% of 330,000 active; AID 2380;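 active = compounds whose signal lies at least 3.5 SD above the mean of all wells on their plate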;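 also: 0% = DMSO-treated cells in low-serum medium and 100% = 10% serum control; some compounds called inactive have numbers as strong as hits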
The depositor's hits bear a star; nt = no result given.

#1 C/C(Cc1ccccc1)=N\NC(=O)CNC(=O)c1ccccc1Br
#2 Cc1c(C)c2cc3c(C)coc3cc2oc1=O
#3 Cc1ccn2cc(-c3ccc(NS(=O)(=O)c4ccccc4)cc3)nc2c1
#4 Nc1c(C(=O)NCc2ccc3c(c2)OCO3)nnn1-c1ccc(OC(F)(F)F)cc1
#5 O=c1oc2ccccc2cc1-c1cn(-c2ccccc2)c(=S)[nH]1
#6 O=C(COc1ccc(F)cc1)NCC1(N2CCOCC2)CCCCC1
#7 COc1ccccc1N(CC(=O)Nc1ccc(F)c(F)c1)S(C)(=O)=O
#8 CCCCS(=O)(=O)N1CCC(C(=O)Oc2ccccc2OC)CC1
compound no. | 1 | 2 | 3 | 4 | 5 | 6 | 7 | 8
SENP7 inh | 2 | -14 | -2 | 5 | 99* | -3 | 2 | -8
HKDC1 inh | -15 | 5 | -8 | -2 | -7 | -2 | -2 | -1
PfG6PD inh | -6 | -23 | 55 | 10 | 64* | 11 | 9 | -13
SENP1 inh | 3 | -5 | 2 | 1 | -26 | 0 | 2 | 0
UBC13 polyUb | 6 | 4 | 1 | 4 | 5 | -1 | -4 | -5
SENP8 block-1 | 20 | -136 | -48 | 3 | -321 | 5 | 13 | 15
SENP8 block-2 | 2 | 5 | -10 | 0 | -13 | 10 | 1 | -5
SENP6 block | 7 | -7 | -10 | 7 | 94* | -3 | -2 | -37
MIN6 prolif | 4 | 4 | -1 | -2 | -4 | -1 | -1 | 5

#9 O=C(N/N=C/c1ccccn1)C1CC1
#10 O=C(Nc1ccc(Cl)c(S(=O)(=O)N2CCCCC2)c1)c1ccncc1
#11 CCn1ncc(/C=N\NC(=O)COc2ccccc2)c1C
#12 O=C(Nc1ccccc1Cl)C1(c2ccccc2)CC1(Cl)Cl (stereo not given)
#13 N#Cc1nc(Cc2cccc3ccccc23)oc1NCc1ccc2c(c1)OCO2
#14 O=C(O)C1CCC(N2C(=O)c3cccc([N+](=O)[O-])c3C2=O)CC1 (stereo not given)
#15 COc1ccccc1NS(=O)(=O)c1ccc2oc(=O)ccc2c1
#16 Cn1c(CCC(=O)Nc2ccc(S(C)(=O)=O)cc2)nc2cc(S(=O)(=O)N3CCOCC3)ccc21
compound no. | 9 | 10 | 11 | 12 | 13 | 14 | 15 | 16
SENP7 inh | -1 | 11 | 0 | -1 | 6 | -4 | -15 | nt
HKDC1 inh | -4 | 8 | 5 | -4 | 1 | -7 | 1 | 0
PfG6PD inh | 1 | 9 | -7 | 10 | 12 | 3 | -15 | 4
SENP1 inh | -1 | 1 | 1 | 2 | 0 | 17 | 2 | -66
UBC13 polyUb | -17 | -3 | 14 | -6 | 12 | 1 | -10 | nt
SENP8 block-1 | 19 | 1 | 5 | 7 | 6 | 13 | 9 | -50
SENP8 block-2 | -10 | -2 | -4 | -2 | 3 | 13 | 0 | nt
SENP6 block | 0 | -2 | -13 | -2 | -11 | 17 | 2 | nt
MIN6 prolif | -1 | -3 | 0 | -6 | -4 | 0 | -2 | nt

#17 CCOCCCNC(=O)c1c(-c2ccccc2)noc1C
#18 O=C(NCC1CCCO1)C1CCCN1C(=O)Nc1ccc(Cl)c(Cl)c1 (stereo not given)
#19 CC(C)c1ccc(/C=N/NC(=O)c2cccc(S(=O)(=O)N3CCOCC3)c2)cc1
#20 Cc1ccc(S(=O)(=O)N2CCC(C(=O)Nc3cccnc3)CC2)cc1
#21 CCCCCN1CC(O)=C(c2nc(-c3ccc(Cl)cc3)cs2)C1=N
#22 CCC(C(=O)NCCc1ccc(OC)cc1OC)n1nc(C)n2c(cc3occc32)c1=O (stereo not given)
#23 CCn1c(SCC(=O)Nc2ccc(F)cc2)nc2ccccc2c1=O
#24 CCOC(=O)CCC(=O)Nc1ccccc1C(N)=O
compound no. | 17 | 18 | 19 | 20 | 21 | 22 | 23 | 24
SENP7 inh | -3 | -5 | 3 | 0 | -2 | -10 | -2 | 3
HKDC1 inh | 1 | -9 | -5 | -2 | 1 | 3 | 2 | 2
PfG6PD inh | -2 | -4 | 5 | -3 | -9 | -15 | -18 | 2
SENP1 inh | 3 | 1 | -1 | -1 | -4 | -1 | 1 | 2
UBC13 polyUb | -10 | -7 | 2 | 5 | -13 | -6 | 1 | -3
SENP8 block-1 | 18 | 7 | 3 | 7 | -4 | 1 | 25 | 11
SENP8 block-2 | -7 | -5 | 1 | 1 | -5 | -7 | 1 | 0
SENP6 block | -6 | -3 | -7 | -8 | -19 | 0 | -10 | -2
MIN6 prolif | 0 | 0 | -4 | 0 | 0 | 0 | -1 | -3

#25 O=C(CN1CCC(NC(=O)c2ccccc2F)CC1)Nc1ccc2c(c1)OCO2
#26 Cc1ccc2oc3c(c(=O)c2c1)C(c1cccc(Cl)c1)N(CCCN1CCOCC1)C3=O (stereo not given)
#27 O=C(/C=C/c1ccccc1)N1CCCN(C(=O)/C=C/c2ccccc2)CC1
#28 O=C(COC(=O)c1cc(-c2ccc(Cl)s2)nc2ccccc12)NCc1ccco1
#29 Nn1c(SCC(=O)Nc2ccc3c(c2)OCO3)nnc1C1CC1
#30 CCCNc1nc2c(c(=O)[nH]c(=O)n2C)n1CCc1ccccc1
#31 CC(C)CN(C(=O)CN(C)S(=O)(=O)c1ccc(Cl)cc1)C1CCS(=O)(=O)C1 (stereo not given)
#32 CC1CCCCC12NC(=O)N(CC(=O)Nc1cccnc1Cl)C2=O (stereo not given)
compound no. | 25 | 26 | 27 | 28 | 29 | 30 | 31 | 32
SENP7 inh | 9 | 4 | -2 | -7 | 0 | 2 | 2 | -7
HKDC1 inh | -8 | -4 | -5 | 17 | -1 | 4 | 7 | -5
PfG6PD inh | -3 | -8 | -7 | 27 | -1 | -2 | -22 | -9
SENP1 inh | 1 | 0 | 2 | -26 | 2 | 1 | 1 | 0
UBC13 polyUb | -3 | 0 | -5 | 2 | -1 | 7 | 0 | -6
SENP8 block-1 | 3 | -3 | 17 | -431 | 7 | 14 | 3 | 4
SENP8 block-2 | -4 | -1 | -8 | -2 | -2 | -2 | -6 | -3
SENP6 block | 11 | -1 | 4 | -8 | -10 | 8 | -5 | -16
MIN6 prolif | -2 | -3 | -3 | -1 | -4 | 2 | 1 | -2

Ordered by formula weight (rising): some entries from above.
#24 CCOC(=O)CCC(=O)Nc1ccccc1C(N)=O
#29 Nn1c(SCC(=O)Nc2ccc3c(c2)OCO3)nnc1C1CC1
#32 CC1CCCCC12NC(=O)N(CC(=O)Nc1cccnc1Cl)C2=O (stereo not given)
#23 CCn1c(SCC(=O)Nc2ccc(F)cc2)nc2ccccc2c1=O
#27 O=C(/C=C/c1ccccc1)N1CCCN(C(=O)/C=C/c2ccccc2)CC1
#25 O=C(CN1CCC(NC(=O)c2ccccc2F)CC1)Nc1ccc2c(c1)OCO2
#31 CC(C)CN(C(=O)CN(C)S(=O)(=O)c1ccc(Cl)cc1)C1CCS(=O)(=O)C1 (stereo not given)
#22 CCC(C(=O)NCCc1ccc(OC)cc1OC)n1nc(C)n2c(cc3occc32)c1=O (stereo not given)
compound no. | 24 | 29 | 32 | 23 | 27 | 25 | 31 | 22
SENP7 inh | 3 | 0 | -7 | -2 | -2 | 9 | 2 | -10
HKDC1 inh | 2 | -1 | -5 | 2 | -5 | -8 | 7 | 3
PfG6PD inh | 2 | -1 | -9 | -18 | -7 | -3 | -22 | -15
SENP1 inh | 2 | 2 | 0 | 1 | 2 | 1 | 1 | -1
UBC13 polyUb | -3 | -1 | -6 | 1 | -5 | -3 | 0 | -6
SENP8 block-1 | 11 | 7 | 4 | 25 | 17 | 3 | 3 | 1
SENP8 block-2 | 0 | -2 | -3 | 1 | -8 | -4 | -6 | -7
SENP6 block | -2 | -10 | -16 | -10 | 4 | 11 | -5 | 0
MIN6 prolif | -3 | -4 | -2 | -1 | -3 | -2 | 1 | 0

(list continues)
#33 COc1ccccc1N1CCN(C(=O)CCN2C(=O)c3cccc4cccc(c34)C2=O)CC1
#34 COC(=O)CCC(C)C1CCC2C3CCC4CC(O)CCC4(C)C3=CC(=O)C12C (stereo not given)
#35 COC(C[C@@H]1O[C@@H]1[C@@H](O)COCc1ccccc1)OC
#36 COc1ccccc1C(=O)Nc1nnc(-c2ccccc2)s1
#37 COC(=O)[C@@H]1CC[C@H](C)[C@@H](c2ccc(C)cc2)N1C(=O)c1ccc(/C=N/O[C@H](C)c2cn([C@@H]3COC[C@H]3O)nn2)cc1
#38 O=c1[nH]c(COc2ccc(Br)cc2Cl)nc2ccccc12
#39 CC(=O)c1cc2c(ccc3ccccc32)oc1=O
#40 CCc1cc(/C(Cc2ccccn2)=N\O)c(O)cc1O
compound no. | 33 | 34 | 35 | 36 | 37 | 38 | 39 | 40
SENP7 inh | 8 | nt | 0 | -7 | -7 | 25 | -3 | -6
HKDC1 inh | -7 | 1 | 3 | -4 | nt | 5 | 3 | 0
PfG6PD inh | 12 | -11 | -12 | 3 | nt | -1 | -2 | -33
SENP1 inh | 0 | 4 | 3 | 0 | nt | -9 | -30 | 2
UBC13 polyUb | -8 | nt | -1 | 8 | 17 | 9 | 20 | 15
SENP8 block-1 | -24 | 6 | 15 | -121 | nt | -3 | -462 | 12
SENP8 block-2 | -5 | nt | 0 | -11 | 0 | 13 | -3 | 1
SENP6 block | -10 | nt | 11 | 4 | 7 | 48 | -5 | 11
MIN6 prolif | 4 | nt | -1 | 1 | 0 | -5 | 2 | -1

#41 COc1cc(NC(=O)c2cc3ccccc3o2)c(OC)cc1Br
#42 CC(C)C(c1nnnn1Cc1cccs1)N1CCN(c2ccccc2)CC1 (stereo not given)
#43 O=C(NCc1cccnc1)c1cc(S(=O)(=O)N2CCOCC2)c(Cl)cc1Cl
#44 Cc1cccc(NC(=O)CN2C(=O)/C(=C3\SC(=S)N(CC4CCCO4)C3=O)c3ccccc32)c1 (stereo not given)
#45 Cn1c(=O)c2ncn(CC(=O)N=Nc3c(O)[nH]c4ccccc34)c2n(C)c1=O
#46 N=c1n(Cc2ccccc2)c2ccccc2n1CC(O)COc1ccccc1 (stereo not given)
#47 Cc1ccc(S(=O)(=O)N2CCCc3ccccc32)cc1C
#48 CC(C)n1c(=O)[nH][nH]c1=S
compound no. | 41 | 42 | 43 | 44 | 45 | 46 | 47 | 48
SENP7 inh | 9 | -8 | 5 | -1 | 6 | 0 | -13 | 1
HKDC1 inh | -3 | -1 | -6 | 0 | nt | 5 | 2 | -2
PfG6PD inh | 10 | 15 | -5 | -16 | nt | -8 | 9 | 75*
SENP1 inh | -18 | 0 | -1 | 1 | nt | 1 | 1 | 0
UBC13 polyUb | -14 | -8 | -4 | -47 | -16 | 23 | -5 | 6
SENP8 block-1 | -122 | 22 | -13 | 13 | nt | 8 | 6 | 9
SENP8 block-2 | -1 | -6 | 2 | -3 | 1 | -1 | -1 | 8
SENP6 block | 13 | -17 | 1 | 9 | 2 | -11 | -12 | -30
MIN6 prolif | 3 | 0 | -2 | -7 | -2 | -6 | -3 | -2

#49 CCc1ccc(NS(=O)(=O)c2cc3[nH]c(=O)c(=O)[nH]c3cc2C)cc1
#50 COCCn1c(SCC(=O)NC2CCCCC2)nnc1-c1ccco1
#51 Cn1nc(C(=O)Nc2ccc(S(=O)(=O)N3CCCCC3)cc2)ccc1=O
#52 COc1cccc(NC(=O)CN(C)CC(=O)NC(C)c2ccccc2)c1 (stereo not given)
compound no. | 49 | 50 | 51 | 52
SENP7 inh | -15 | -3 | 0 | 6
HKDC1 inh | 7 | -8 | -3 | 15
PfG6PD inh | -1 | 2 | 2 | 12
SENP1 inh | 1 | 0 | 0 | 3
UBC13 polyUb | 4 | -5 | -13 | -2
SENP8 block-1 | -29 | 8 | 13 | 27
SENP8 block-2 | -14 | 0 | -11 | 1
SENP6 block | -4 | 10 | -30 | -15
MIN6 prolif | 0 | 4 | 1 | 1
